# Compound activity: PubChem BioAssay, The Scripps Research Institute Molecular Screening Center
# LYPLA1 inh: blocks human lysophospholipase 1, a PME1 counter-screen. O75608. recombinant LYPLA1, FP-Rh probe fluorescence polarization. inhibition, % at 5.9 µM. hit rate 0.16% among 320,000;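 active = inhibition above the mean of all tested compounds plus 3 SD, set per campaign, cut at about 14% in these data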;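 note: inhibitors block serine hydrolase probe labeling of LYPLA1 so polarization falls; 0% = enzyme with DMSO and 100% = wells lacking LYPLA1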
# PAFAH1B3 inh: blocks human PAF acetylhydrolase 1B catalytic subunit 3; recombinant PAFAH1B3, FP-rhodamine probe, fluorescence polarization; hit rate 0.28% among 340,000; Q15102; inhibition, % at 3.39 µM;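 active = inhibition above the screen-wide average of all tested compounds plus 3 SD, cut at about 25% in these data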;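 note: 0% = enzyme with DMSO only and 100% = wells lacking PAFAH1B3 protein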
# pPAFAH inh: inhibitors of human plasma PAF acetylhydrolase (pPAFAH); Q13093; recombinant pPAFAH, FP-rhodamine probe fluorescence polarization; inhibition, % at 3.39 µM; hit rate 1.5% among 330,000; AID 463082;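 active = inhibition above the mean inhibition across the screen plus 3 SD, cut at about 25% in these data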;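 note: inhibitors block binding of the rhodamine activity-based probe so polarization drops; 0% = enzyme with DMSO and 100% = wells lacking pPAFAH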
# GSTO1 inh: GSTO1 inhibition, counter-screen for RBBP9 inhibitors; hit rate 1.1% among 300,000; P78417; recombinant GSTO1, activity-based probe fluorescence polarization; inhibition, % at 5.96 µM;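 active = inhibition above the campaign mean inhibition plus 3 SD, cut at about 35% in these data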;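 note: 0% = GSTO1-1 with DMSO and 100% = wells lacking GSTO1-1 enzyme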
# Target sequence (P78417 whole entry, looked up): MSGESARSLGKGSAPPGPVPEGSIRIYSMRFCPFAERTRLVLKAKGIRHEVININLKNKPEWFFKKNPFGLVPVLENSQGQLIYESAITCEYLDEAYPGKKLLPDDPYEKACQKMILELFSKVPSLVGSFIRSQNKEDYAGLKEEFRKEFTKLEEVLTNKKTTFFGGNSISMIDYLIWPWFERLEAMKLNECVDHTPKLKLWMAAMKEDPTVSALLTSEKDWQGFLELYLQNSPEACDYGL
# PAFAH2 inh: PAFAH2 (human) inhibition; Q99487; recombinant PAFAH2, FP-rhodamine activity probe, fluorescence polarization; inhibition, % at 3.39 µM; hit rate 0.99% among 340,000;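 active = inhibition above the mean over all tested compounds plus 3 SD, cut at about 30% in these data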;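 note: inhibitors block probe labeling of enzyme so polarization drops; 0% = enzyme with DMSO and 100% = wells lacking PAFAH2 protein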
# PME-1 primary: blocks human protein phosphatase methylesterase 1. recombinant PME-1, FP-Rh probe fluorescence polarization. inhibition, % at 5.9 µM. hit rate 0.53% among 320,000. AID 2130;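 active = inhibition above the campaign mean of all compounds plus 3 SD, cut at about 26% in these data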;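 note: competitive labeling of PME-1 active site by serine hydrolase directed probe; 0% = PME-1 with DMSO and 100% = wells lacking PME-1 enzyme; inhibitors block probe labeling so polarization falls and inhibition rises; many of its hits are not listed in these tables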
# Fam108B inh: blocks mouse Fam108B hydrolase in RBBP9 counter-screen. recombinant Fam108B, FP-Rh probe fluorescence polarization. inhibition, % at 9.51 µM. hit rate 0.33% among 300,000. AID 1947;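 active = inhibition above the screen mean inhibition plus 3 SD, computed separately per campaign, cut at about 18% in these data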;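 note: inhibitors lower polarization as less probe binds the enzyme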
# PAD4 FP inh: blocks human protein arginine deiminase 4 | inhibition, % at 6.36 µM | hit rate 0.41% among 330,000 | recombinant PAD4, RCA probe fluorescence polarization;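 active = percent inhibition above a cutoff equal to the mean of all tested compounds plus 3 SD, cut at about 15% in these data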;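 note: 0% = PAD4 with RCA probe and DMSO and 100% = probe without PAD4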
# Target sequence (Q9UM07 whole entry, looked up): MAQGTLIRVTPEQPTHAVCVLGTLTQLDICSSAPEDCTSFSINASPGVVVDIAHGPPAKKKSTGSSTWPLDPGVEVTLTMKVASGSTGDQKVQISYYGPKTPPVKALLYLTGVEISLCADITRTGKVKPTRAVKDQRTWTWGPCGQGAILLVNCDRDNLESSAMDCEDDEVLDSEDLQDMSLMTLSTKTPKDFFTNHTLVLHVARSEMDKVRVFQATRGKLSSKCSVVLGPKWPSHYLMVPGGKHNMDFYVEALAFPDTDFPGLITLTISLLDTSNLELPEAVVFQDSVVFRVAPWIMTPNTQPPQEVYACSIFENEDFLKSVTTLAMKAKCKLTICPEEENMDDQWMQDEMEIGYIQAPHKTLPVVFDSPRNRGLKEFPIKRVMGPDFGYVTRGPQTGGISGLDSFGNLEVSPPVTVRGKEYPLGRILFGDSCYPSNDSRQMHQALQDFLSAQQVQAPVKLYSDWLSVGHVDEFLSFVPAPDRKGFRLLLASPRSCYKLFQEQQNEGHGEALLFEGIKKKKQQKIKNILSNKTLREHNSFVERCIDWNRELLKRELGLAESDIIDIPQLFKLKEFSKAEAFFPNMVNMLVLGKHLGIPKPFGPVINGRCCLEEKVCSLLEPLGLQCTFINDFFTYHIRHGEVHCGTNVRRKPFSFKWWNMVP
# PAFAH1B2 inh: PAFAH1B2 (human) inhibition; P68402; recombinant PAFAH1B2, FP-rhodamine activity probe, fluorescence polarization; inhibition, % at 3.39 µM; hit rate 1.2% among 340,000;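 active = inhibition above the mean of all tested compounds plus 3 SD, cut at about 24% in these data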;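 note: 0% = enzyme with DMSO and 100% = wells lacking PAFAH1B2; many of its hits are not listed in these tables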
# Active calls of the source: *; · = not tested or not shown. This is a subset (hit frequency here may not be typical).
SMILES,LYPLA1 inh,PAFAH1B3 inh,pPAFAH inh,GSTO1 inh,PAFAH2 inh,PME-1 primary,Fam108B inh,PAD4 FP inh,PAFAH1B2 inh
CC1CN(S(=O)(=O)c2ccc(C(=O)Nc3nccs3)cc2)CC(C)O1 (centres undefined),3,5,2,-7,8,-2,-3,2,3
COc1ccc(S(=O)(=O)N(CC(=O)NCc2ccco2)c2ccc(C)cc2)cc1OC,1,1,-2,6,-3,3,-1,-4,-1
COc1cccc(-c2nc3ccccc3c(=O)o2)c1,1,4,-7,-7,68*,-2,-7,3,3
O=C(CSc1ncc(-c2ccc(F)cc2)n1Cc1ccco1)Nc1nccs1,0,1,7,3,-15,-10,0,-5,2
COc1cccc(C2N(c3ccccn3)C(=O)C3CCCN32)c1OC (centres undefined),2,4,2,4,-2,-4,1,-5,-4
Cc1ccccc1OCCn1nc(C(=O)O)c2ccccc2c1=O,-3,6,-1,-4,9,6,0,-2,-3
O=C(CSc1nnc(NC2CCCCC2)s1)Nc1ccc(N2CCOCC2)cc1,-2,11,10,1,0,7,1,-1,2
CCCCCN(C(=O)CCC(=O)OCC(=O)N1CCC(C)CC1)c1c(N)n(CCCC)c(=O)[nH]c1=O,0,4,-1,6,2,2,-2,7,2
O=C(N/N=C/c1cccc(C(F)(F)F)c1)C1CCN(c2ncc(C(F)(F)F)cc2Cl)CC1,-3,4,1,4,3,6,6,-1,3
CCOC(=O)Cn1c(=NC(=O)C2COc3ccccc3O2)sc2cc(S(N)(=O)=O)ccc21 (centres undefined),-3,-1,3,1,-1,-5,-3,-1,4
CCO[C@@H]1OC(C(=O)N2CCN(Cc3ccc4c(c3)OCO4)CC2)=C[C@H](c2coc3ccccc3c2=O)[C@H]1CCCO,2,-2,-2,1,-2,1,5,-1,3
COCCN(CC(=O)NCc1ccccc1)C(=O)CCC(=O)Nc1nccs1,2,-2,7,-4,-9,-2,8,-6,-3
COc1cc(C(=O)NCc2nnc(SCC(=O)N3CCCCC3)o2)cc(OC)c1OC,1,10,-2,0,-8,-4,0,1,9
CCOP(=O)(OCC)C(Nc1cccc(C)c1)c1ccc(F)cc1 (centres undefined),-2,5,2,5,3,-4,0,-7,-1
Cc1ccc(SC(C)c2nc(-c3ccccc3)no2)cc1 (centres undefined),8,7,-8,6,4,-3,-2,-6,11
O=C(N/N=C/c1coc2ccccc2c1=O)c1cn(-c2ccccc2)nc1-c1ccccc1,-10,4,-1,2,8,0,-4,1,-5
COc1ccc(CN2C(=O)C(CC(C)C)Nc3ncnc(N4CCN(c5ccccc5)CC4)c32)cc1 (centres undefined),-3,8,1,-2,-4,2,-4,1,4
COc1cccc(CN(C)C(=O)Nc2cccc(C(F)(F)F)c2)c1OC,-1,2,0,5,-1,-3,-2,3,0
Cc1nn(CC(C)C)c(Cl)c1C(=O)N(c1ccc(Cl)cc1F)S(C)(=O)=O,6,7,2,5,0,-2,0,4,-3
O=S(=O)(c1cccc(S(=O)(=O)N2CCN(c3ncccn3)CC2)c1)N1CCOCC1,-2,-2,0,0,3,17,1,1,-3
Cc1cc([N+](=O)[O-])ccc1NC1CCCC1,1,3,1,-2,12,7,6,-5,4
O=C(CCCSc1nc2ccccc2[nH]1)NCc1ccccc1Cl,-2,4,1,-1,4,3,3,1,6
CN(C)C(=S)NC(C)(C)C,-3,6,9,8,2,-3,8,-2,6
Cc1ccccc1C1C(=O)c2ccccc2C1=O,-1,7,-7,0,-1,-2,1,5,-1
COc1cc2c(C(=O)OCCN(C)C)c(CSc3ccccc3)n(C)c2cc1Br,0,12,4,0,4,-7,2,-10,-2

# Sorted by molar mass (smallest number first): part of the list above.
SMILES,LYPLA1 inh,PAFAH1B3 inh,pPAFAH inh,GSTO1 inh,PAFAH2 inh,PME-1 primary,Fam108B inh,PAD4 FP inh,PAFAH1B2 inh
Cc1cc([N+](=O)[O-])ccc1NC1CCCC1,1,3,1,-2,12,7,6,-5,4
Cc1ccccc1OCCn1nc(C(=O)O)c2ccccc2c1=O,-3,6,-1,-4,9,6,0,-2,-3
COc1cc(C(=O)NCc2nnc(SCC(=O)N3CCCCC3)o2)cc(OC)c1OC,1,10,-2,0,-8,-4,0,1,9
O=S(=O)(c1cccc(S(=O)(=O)N2CCN(c3ncccn3)CC2)c1)N1CCOCC1,-2,-2,0,0,3,17,1,1,-3

# The list goes on.
SMILES,LYPLA1 inh,PAFAH1B3 inh,pPAFAH inh,GSTO1 inh,PAFAH2 inh,PME-1 primary,Fam108B inh,PAD4 FP inh,PAFAH1B2 inh
COc1ccccc1/C=C/C=N/n1c(COc2ccccc2)n[nH]c1=S,-4,4,14,-7,13,1,2,-6,5
COc1ccccc1C(CNC(=O)C(C)Oc1ccc(Br)cc1)N1CCCC1 (centres undefined),-3,-2,-2,-3,-1,0,-6,-2,7
Nc1cc(N)nc(SCC(=O)Nc2cc(S(=O)(=O)N3CCOCC3)ccc2Cl)n1,1,0,-1,6,5,12,-1,1,-1
CC(C)CCNC(=O)CCn1nc(-c2ccccc2)ccc1=O,1,0,3,-3,5,9,7,0,1
COC(=O)c1c(C(=O)OC)c2n(c1C)Cc1ccccc1C2,0,10,-5,8,0,-4,2,0,6
Nc1c(-c2n[nH]c(=S)n2-c2ccc(Cl)cc2Cl)cnn1-c1ccccc1,0,-4,8,-2,4,0,3,-1,4
O=C(CC(=O)N/N=C\c1c(Cl)cccc1Cl)NCc1ccccc1,0,-7,10,2,1,4,-2,-11,5
Nn1c(SCc2c(F)cccc2F)nnc1-c1ccccn1,0,2,3,1,5,-1,0,-2,4
COc1cccc(-n2cc(C(=O)NCCCOC(C)C)c3ccccc3c2=O)c1,-1,3,2,3,-4,-4,-1,2,-4
CC(C)Nc1nnc(SCC(=O)Nc2ccc3c(c2)C(=O)c2ccccc2C3=O)s1,-7,9,23,3,22,57*,30*,-6,9
CC1CCCN(CC(=O)N2c3ccccc3Sc3ccccc32)C1 (centres undefined),-1,1,-5,0,-2,-6,-9,3,3
O=P(c1ccccc1)(c1ccccc1)C(O)c1ccncc1 (centres undefined),1,3,3,6,9,-3,2,-1,3
Cc1cccc(NC(=O)CSc2nc3ccccc3nc2N2CCCC2)c1C,-2,3,17,-2,7,-2,3,-2,3
N/C(Cc1ccc([N+](=O)[O-])cc1)=N\OC(=O)c1ccc([N+](=O)[O-])cc1,3,4,21,11,7,-3,-3,-1,1
CCCCNC(=O)O[C@H]1C[C@@H]2CCN3C(=O)CCC(C)(C)[C@H](C1)[C@H]23,4,1,6,5,1,3,2,0,-5
COc1cc(NC(=O)c2cccnc2)c(OC)cc1NC(=O)c1ccc(Br)cc1,-2,12,7,0,2,5,-1,5,6
O=C(CC12CC3CC(CC(C3)C1)C2)Nc1cccc2ncccc12,3,1,4,1,-4,-1,5,-10,18
OC(COc1ccc(OCC(O)CN2CCCCCC2)cc1)CN1CCCCCC1 (centres undefined),1,1,-2,13,-5,-3,-4,2,-1
COc1ccc(C)cc1NC(=O)CN(C)S(=O)(=O)c1ccc2c(c1)c(=O)n(C)c(=O)n2C,-1,-5,-2,0,-1,1,-1,-3,-4
Cc1ccc(-c2nc(CS(=O)CC(=O)NCCN3CCCCC3C)c(C)o2)cc1 (centres undefined),-1,5,0,2,-4,-6,-1,4,0
CCOC(=O)c1ccc(S(=O)(=O)NC2CCCCCCC2)n1C,0,0,13,11,1,2,2,-8,15
Cc1cc(NC(=O)CSc2nnc(Cn3c(=O)sc4ccccc43)n2-c2ccccc2C)no1,7,-3,-3,1,-3,-5,-2,-8,10
OCCNc1nc(Nc2ccccc2)nc(Nc2ccccc2)n1,-3,-1,3,2,-13,4,2,0,-3
O=C1CC(c2ccc3c(c2)OCO3)Sc2nc3ccccc3n21 (centres undefined),-6,13,1,6,7,-5,1,2,-2
COc1ccc(N/C(N)=N/c2nc(C)cc(=O)[nH]2)cc1,3,12,-3,2,-3,2,-4,3,5
# (further entries)
SMILES,LYPLA1 inh,PAFAH1B3 inh,pPAFAH inh,GSTO1 inh,PAFAH2 inh,PME-1 primary,Fam108B inh,PAD4 FP inh,PAFAH1B2 inh
O=C(O)C1CCCCC1C(=O)NCCc1cccc(Cl)c1 (centres undefined),0,5,6,2,-10,2,-2,-1,3
Cc1cccc(NC(=O)CSc2ccc3nnc(-c4cccnc4)n3n2)c1,0,5,2,3,5,5,-4,1,5
COc1ccc(-c2oc3cc(O)c(OC)c(O)c3c(=O)c2OC)cc1,2,7,1,4,18,2,5,-3,8
CC1(C)Oc2ccc3ccc(=O)oc3c2/C(=C/Nc2ccccc2)C1=O,-1,6,-1,5,1,-6,1,0,4
CNC(=O)/C(C#N)=C/c1cc(C)n(-c2ccc(N3CCOCC3)cc2)c1C,0,-6,2,-1,-8,-4,0,-1,1
Cn1cnnc1SCC(=O)NN(c1ccccc1)c1ccccc1,5,1,8,1,-3,-3,2,0,-3
CCOC(=O)c1ccccc1NC(=S)N1CCC(C)CC1,1,-1,4,4,0,-6,3,-3,1
CCOC(=O)C1CCN(C(=O)c2c(-c3c(F)cccc3Cl)noc2C)CC1,2,8,0,1,-3,6,0,-1,1
COc1ccc(CCNC(=O)CSc2nnc(Cc3cccn3C)n2C)cc1OC,4,4,0,10,-3,-7,-2,-10,4
CSc1ncccc1C(=O)Nc1ccc(F)c(F)c1F,-1,11,2,-6,-3,-3,-1,-6,1
CNc1ccc(/C=C(\CCC(=O)O)c2nc3ccccc3s2)cc1[N+](=O)[O-],16*,-2,49*,25,15,25,13,-6,96*
CCOC(=O)N1CCN(S(=O)(=O)c2ccc(C(=O)Nc3sc4c(c3C(N)=O)CCN(CC)C4)cc2)CC1,-5,10,6,-7,7,1,-1,-6,3
Cc1cc(SCC(=O)c2ccccc2)n2ncc(-c3ccccc3)c2n1,-15,-13,-1,1,-11,-22,-15,1,2
COc1cc2ccccc2cc1C(=O)Nc1nc(C)c(C(C)=O)s1,0,6,-3,9,1,-1,-2,-1,5
CN(C(=O)COC(=O)c1cc(F)c(F)cc1Cl)c1ccccc1,2,-1,-2,12,4,-5,1,8,1
Cn1nc(-c2ccc(N3CCN(CCO)CC3)c([N+](=O)[O-])c2)c2ccccc2c1=O,2,-1,5,-1,-4,-1,0,-3,1
Fc1ccc(CCNC(=S)Nc2ccc(F)cc2)cc1,-1,-2,0,2,0,-1,-3,2,9
C#CCn1cc[n+](CC(=O)N(C)C)c1,1,-2,1,4,-6,3,1,4,-7
CCN(CC)S(=O)(=O)c1ccc(NC(=O)Cn2c(=O)sc3ccccc32)cc1,-7,-7,-16,3,-6,7,1,0,-1
O=C(N/N=C/c1ccccc1[N+](=O)[O-])c1ccc2nc[nH]c2c1,-2,8,2,-1,9,0,0,-5,12
Cc1ccc(-n2c(CNc3ccc(F)cc3)nnc2SCC(=O)N2CCCC2)cc1,-2,7,6,3,15,2,6,0,3
COc1ccc(CN2CC34C=CC(O3)C(C(=O)O)C4C2=O)cc1 (centres undefined),0,5,-4,-6,-1,0,-3,2,6
Cc1ccc(CN2C(=O)C(=O)c3cc(C)ccc32)cc1,·,3,2,·,-5,·,·,-3,-1
CCCc1cc(=O)[nH]c(SCC(=O)N(CC(C)C)C2CCS(=O)(=O)C2)n1 (centres undefined),2,-5,2,3,5,-2,0,-1,8
CCOC(=O)C1=CC[C@@H](c2cc3cc(OC)ccc3n2C)N(S(=O)(=O)c2ccc(C)cc2)[C@H]1C(=O)OCC,·,8,1,·,4,·,·,0,0
